High-throughput results: PubChem BioAssay, The Scripps Research Institute Molecular Screening Center
PLCb3 inh: blocks human PLC-beta3 enzyme activity; Q01970; Purified PLC-beta3, fluorogenic substrate, fluorescence; inhibition, % at 12.2 µM; 370,000 tested, 0.18% active; in the data active = inhibition above about 11%;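 note: 0% = median of compound wells on plate and 100% = full blocker control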
PLCg1 inh: PLC-gamma1 (human) inhibition, primary screen; P19174; purified PLC-gamma1, fluorogenic substrate, fluorescence; inhibition, % at 12.2 µM; 370,000 tested, 0.84% active; AID 720700; in the data active = inhibition above about 9.5%
Target sequence (P19174 whole entry, looked up): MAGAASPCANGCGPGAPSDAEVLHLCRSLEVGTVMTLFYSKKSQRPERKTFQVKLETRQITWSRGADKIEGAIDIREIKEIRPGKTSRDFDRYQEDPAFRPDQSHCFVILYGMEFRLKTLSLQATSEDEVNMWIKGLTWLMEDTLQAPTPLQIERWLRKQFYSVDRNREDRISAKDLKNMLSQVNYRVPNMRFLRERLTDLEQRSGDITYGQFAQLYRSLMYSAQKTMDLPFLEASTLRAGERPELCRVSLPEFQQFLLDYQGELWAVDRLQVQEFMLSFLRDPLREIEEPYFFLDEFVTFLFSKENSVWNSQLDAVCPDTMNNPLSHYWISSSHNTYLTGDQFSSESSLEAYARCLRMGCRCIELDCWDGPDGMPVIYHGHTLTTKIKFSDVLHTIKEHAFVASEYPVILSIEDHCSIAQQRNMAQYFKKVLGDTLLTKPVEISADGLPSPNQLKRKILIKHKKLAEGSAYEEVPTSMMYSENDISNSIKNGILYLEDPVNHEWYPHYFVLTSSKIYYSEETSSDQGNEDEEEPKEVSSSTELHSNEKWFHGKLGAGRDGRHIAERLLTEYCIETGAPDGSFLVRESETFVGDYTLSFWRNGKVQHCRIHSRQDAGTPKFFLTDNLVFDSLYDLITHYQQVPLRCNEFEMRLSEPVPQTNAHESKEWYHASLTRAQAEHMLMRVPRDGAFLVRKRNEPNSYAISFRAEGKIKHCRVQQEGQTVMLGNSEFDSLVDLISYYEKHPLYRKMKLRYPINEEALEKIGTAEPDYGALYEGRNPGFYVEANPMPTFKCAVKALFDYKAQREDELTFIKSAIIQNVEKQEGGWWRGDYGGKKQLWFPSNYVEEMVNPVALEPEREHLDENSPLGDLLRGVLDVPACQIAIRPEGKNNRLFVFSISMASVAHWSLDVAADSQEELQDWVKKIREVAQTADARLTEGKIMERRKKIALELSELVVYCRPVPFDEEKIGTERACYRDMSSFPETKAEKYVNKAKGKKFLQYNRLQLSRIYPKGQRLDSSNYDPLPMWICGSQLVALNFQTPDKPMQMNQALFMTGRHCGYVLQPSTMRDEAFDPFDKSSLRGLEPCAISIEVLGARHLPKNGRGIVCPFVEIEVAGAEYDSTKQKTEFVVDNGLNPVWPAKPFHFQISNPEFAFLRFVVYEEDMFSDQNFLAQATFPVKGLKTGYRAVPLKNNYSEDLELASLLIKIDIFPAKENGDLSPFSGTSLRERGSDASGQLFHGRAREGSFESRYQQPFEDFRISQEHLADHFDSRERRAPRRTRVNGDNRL
UHRF1 binding: human UHRF1 methylated DNA binding inhibitors. UHRF1 binding to methylated oligo, TR-FRET. 370,000 tested, 0.75% active. inhibition, % at 4.4 µM. Q96T88; in the data active = inhibition above about 21%;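 note: UHRF1 SRA domain binding a hemimethylated CpG hairpin DNA probe; 0% = median of test compound wells and 100% = reference inhibitor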
Tn6 DDE FP: disrupts Tn6 cyclic peptide binding to fibrin D-Dimer-E complex. inhibition, % at 8.3 µM. Fibrin DD(E) TRITC-Tn6 fluorescence polarization displacement. AID 720509. 370,000 tested, 0.21% active;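 active = inhibition above a per-campaign cutoff: mean of compounds within control limits plus 3 SD, cut at about 15% in these data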;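 note: 0% = median of all compound wells on the plate and 100% = blocking peptide control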
MBD2 inh: inhibitors of human MBD2 binding to methylated oligonucleotide. TR-FRET. Q9UBB5. inhibition, % at 4.4 µM. 370,000 tested, 0.31% active; in the data active = inhibition above about 13%
ADAM17 inh: inhibits human ADAM17. P78536. recombinant ADAM17, EDANS/DABCYL FRET peptide cleavage. inhibition, % at 6.95 µM. 370,000 tested, 0.83% active;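 active = inhibition above the mean of compounds lying between control limits plus 3 SD, set per campaign, cut at about 8.5% in these data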;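 note: 0% = DMSO-only wells as the low control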
DDE Tn7 FP inh: inhibitors of Tn7 peptide binding to human fibrin DD(E); P02675; FP displacement of FITC-Tn7 peptide from fibrin DD(E); 0% = median of compound wells per plate; inhibition, % at 8.3 µM; 370,000 tested, 0.13% active; AID 720508;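 active = inhibition above the mean of compounds falling within the control limits plus 3 SD of them, cut at about 14% in these data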;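 note: 0% = plate median of compound wells and 100% = 10 µM Aha-Tn7 peptide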
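Also added: labelled Tn7 tracer, 0.1 µM; Assay system: human fibrin DD(E) protein; Amount: 2 µM fibrin DD(E); Schedule: 10 min compound pre-incubation, 3 h probe incubation at room temperature; Repeats: one replicate per compound; Read-out basis: percent inhibition; Measured by: fluorescence polarization of the labelled Tn7 tracer.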
ASAP1 inh: ASAP1 ArfGAP inhibition. Q9ULH1. inhibition, % at 16.5 µM. 360,000 tested, 0.19% active. ASAP1-stimulated ARF1 GTP hydrolysis, GDP FP detection; in the data active = inhibition above about 25%;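 note: 0% = vehicle with enzyme and substrate and 100% = no enzyme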
ARFGAP1 inhibitor: rat ARFGAP1 inhibition; Q62848; Arfgap1-stimulated ARF1 GTP hydrolysis, GDP FP detection; inhibition, % at 16.5 µM; 360,000 tested, 0.26% active;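 active = inhibition above a per-plate limit, mean inhibition of low control wells plus 3 SD, cut at about 25% in these data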;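 note: 0% = DMSO wells with enzyme and 100% = wells lacking Arfgap1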
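System: truncated rat Arfgap1 GAP domain / Benchmarks: high control wells lacking Arfgap1, low control full reaction with DMSO / Times: compound-enzyme preincubation 20 min, reaction 120 min, detection 60 min, 25 °C / Repeats: one replicate per compound / Also added: human ARF1(Δ1-17)-GTP substrate / Measured by: Tracer-displacement fluorescence polarization with EDTA stop, 620/688 nm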
KLK7 zymogen act: activators of human kallikrein-7 zymogen. P49862. purified proKLK7, EDANS-DABCYL substrate fluorescence; 100% is mature enzyme control, 0% vehicle. activation, % at 7 µM. 370,000 tested, 0.9% active. AID 652039;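 active = activation above the mean of all tested compounds plus 3 SD, computed per campaign excluding outliers beyond control limits, cut at about 13% in these data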
* marks the source's active call; other numbers are inactive results; nt = not tested or not shown.

| PLCb3 inh | PLCg1 inh | UHRF1 binding | Tn6 DDE FP | MBD2 inh | ADAM17 inh | DDE Tn7 FP inh | ASAP1 inh | ARFGAP1 inhibitor | KLK7 zymogen act | SMILES |
| --- | --- | --- | --- | --- | --- | --- | --- | --- | --- | --- |
| -13 | -5 | 1 | -13 | 9 | -6 | 1 | 5 | -8 | 0.1 | CN(C(=O)CSc1nc2scc(-c3ccccc3)c2c(=O)[nH]1)c1ccccc1 |
| -1 | 5 | -2 | 4 | -5 | 2 | -1 | 9 | -3 | 0.2 | COc1ccc(C(=O)Nc2cccc(N(C)S(C)(=O)=O)c2)cc1OC |
| -1 | 0 | -3 | 1 | 1 | 0 | -3 | 11 | -3 | -0.4 | CO/N=C/C(=N\Nc1ccc(OC)cc1)C(=O)c1ccc(F)cc1 |
| -2 | 4 | 4 | -10 | 11 | -5 | 8 | -2 | 15 | -0.7 | COc1ccc(C(=O)NCCCOc2cccnc2)cc1OC1CCN(C(C)=O)CC1 |
| -3 | -1 | 2 | -1 | 1 | -2 | 5 | -3 | 0 | -0.9 | CNc1c(NS(=O)(=O)c2ccc(C(C)(C)C)cc2)c(=O)oc2ccccc12 |
| -6 | 0 | -1 | -2 | -2 | 12* | 2 | 12 | 11 | -4.3 | Cc1ccc(C(=O)Nc2ccccc2-c2ccccc2)cc1S(=O)(=O)Nc1cccc(C)c1C |
| 5 | 4 | -2 | 0 | -4 | 5 | -7 | 1 | 6 | -0.1 | CC(Cl)C(=O)NC(=O)NC12CC3CC(CC(C3)C1)C2 (configuration not stated) |
| 3 | 2 | 3 | 2 | -5 | 0 | 1 | 5 | 5 | 0.4 | COc1ccc(/C=C2\N=C(C(C)(C)C)OC2=O)c(OC)c1 |
| 1 | -3 | 3 | 2 | 1 | -4 | -2 | -4 | -6 | 0.0 | O=C(C1CCCCC1)N1CCC(c2nc3ccccc3[nH]2)CC1 |
| 0 | -2 | 1 | -2 | 0 | 5 | -11 | 8 | 9 | 0.5 | O=C(CSC1=NC2(CCCCCC2)N=C1c1ccccc1)Nc1ccc2c(c1)OCCO2 |
| 4 | 13* | 1 | -5 | -2 | 9.4* | 2 | -2 | 9 | -0.1 | COc1ccc(C(=S)N2CCN(c3ccccc3C)CC2)cc1 |
| -3 | 2 | -2 | -1 | -3 | 1 | 2 | -6 | 0 | 0.3 | Cc1csc(NC(=O)C2CSC3(C)CCC(=O)N23)n1 (configuration not stated) |
| -1 | 2 | -2 | -7 | 0 | -4 | 4 | 10 | 5 | 0.6 | O=C(Cc1ncc(C(F)(F)F)cc1Cl)N1CCN(c2ccccn2)CC1 |
| 3 | -1 | 1 | 4 | 3 | -1 | 0 | 14 | 4 | 0.2 | COc1ccc(-c2noc3c2-c2nc(-c4ccc(C)cc4)sc2CC3)cc1 |
| -53 | -31 | 0 | 3 | -2 | -57 | -2 | 4 | 16 | -1.9 | O=c1c(-c2nnc(SCc3ccc(Cl)c(Cl)c3)o2)cccn1Cc1ccccc1 |
| -1 | 2 | 2 | -11 | 7 | 2 | 3 | 5 | 0 | 0.0 | CCOC(=O)C1CCCN(CC(=O)Nc2cccc(C(C)=O)c2)C1 (configuration not stated) |
| 1 | 0 | 1 | 1 | 2 | -2 | 7 | 3 | -3 | 0.2 | C[C@@H]1CN([C@@H](C)CO)C(=O)CCCn2nncc2CO[C@@H]1CN(C)C(=O)C1CC1 |
| 2 | 2 | 0 | -3 | -5 | -1 | -4 | nt | nt | 0.7 | CC1CCN(C(=O)C2CCCN(C(=O)c3ccc4c(c3)NC(=O)CS4)C2)CC1 (configuration not stated) |
| -6 | 0 | 1 | 0 | 2 | -6 | -2 | -16 | -1 | -1.4 | COc1ccc(/C=C(/C#N)C(=O)Nc2cccnc2)cc1OC |
| -4 | 2 | 0 | -6 | -2 | -3 | 3 | 8 | 3 | 0.4 | Cc1cc(C)cc(OCc2nnc(SCC(=O)c3ccc(Br)cc3)o2)c1 |
| -3 | 0 | 2 | 2 | 0 | -4 | 3 | -3 | -2 | 0.0 | COc1cccc(C2/C(=C(/O)c3ccc(F)cc3)C(=O)C(=O)N2CCN(C)C)c1 (configuration not stated) |
| -43 | 3 | 4 | 7 | -4 | 4 | -3 | 13 | 2 | 0.4 | O=C(NC(=S)Nc1ccc(N2CCCCC2)cc1)c1ccco1 |
| 2 | 2 | 4 | -12 | 1 | 1 | 1 | 3 | -8 | 1.1 | O=C(CN1CCN(c2ccc(O)cc2)CC1)NC1CCCc2ccccc21 (configuration not stated) |
| 3 | -1 | -1 | 6 | -8 | 1 | 8 | -9 | -4 | 0.3 | COc1ccc(Cl)c(Cn2c(NCC(C)O)nc3c2c(=O)n(C)c(=O)n3C)c1 (configuration not stated) |
| -2 | 2 | 4 | -7 | -3 | 3 | -4 | -2 | -1 | 0.4 | Cc1ccc(S(=O)(=O)NCCC(=O)N2CCN(S(=O)(=O)c3ccccc3)CC2)cc1C |

In a second layout: entries from further up
Every second line gives: PLCb3 inh	PLCg1 inh	UHRF1 binding	Tn6 DDE FP	MBD2 inh	ADAM17 inh	DDE Tn7 FP inh	ASAP1 inh	ARFGAP1 inhibitor	KLK7 zymogen act
> CNc1c(NS(=O)(=O)c2ccc(C(C)(C)C)cc2)c(=O)oc2ccccc12
  -3	-1	2	-1	1	-2	5	-3	0	-0.9
> O=C(Cc1ncc(C(F)(F)F)cc1Cl)N1CCN(c2ccccn2)CC1
  -1	2	-2	-7	0	-4	4	10	5	0.6
> O=C(C1CCCCC1)N1CCC(c2nc3ccccc3[nH]2)CC1
  1	-3	3	2	1	-4	-2	-4	-6	0.0

Fetched by compound from the list above, 4 records:
| PLCb3 inh | PLCg1 inh | UHRF1 binding | Tn6 DDE FP | MBD2 inh | ADAM17 inh | DDE Tn7 FP inh | ASAP1 inh | ARFGAP1 inhibitor | KLK7 zymogen act | SMILES |
| --- | --- | --- | --- | --- | --- | --- | --- | --- | --- | --- |
| -3 | -1 | 2 | -1 | 1 | -2 | 5 | -3 | 0 | -0.9 | CNc1c(NS(=O)(=O)c2ccc(C(C)(C)C)cc2)c(=O)oc2ccccc12 |
| -6 | 0 | -1 | -2 | -2 | 12* | 2 | 12 | 11 | -4.3 | Cc1ccc(C(=O)Nc2ccccc2-c2ccccc2)cc1S(=O)(=O)Nc1cccc(C)c1C |
| 0 | -2 | 1 | -2 | 0 | 5 | -11 | 8 | 9 | 0.5 | O=C(CSC1=NC2(CCCCCC2)N=C1c1ccccc1)Nc1ccc2c(c1)OCCO2 |
| 4 | 13* | 1 | -5 | -2 | 9.4* | 2 | -2 | 9 | -0.1 | COc1ccc(C(=S)N2CCN(c3ccccc3C)CC2)cc1 |

Additional compounds follow:
| PLCb3 inh | PLCg1 inh | UHRF1 binding | Tn6 DDE FP | MBD2 inh | ADAM17 inh | DDE Tn7 FP inh | ASAP1 inh | ARFGAP1 inhibitor | KLK7 zymogen act | SMILES |
| --- | --- | --- | --- | --- | --- | --- | --- | --- | --- | --- |
| -1 | -2 | -1 | 9 | -1 | 3 | -4 | nt | nt | -0.4 | C=CCNC(=O)CSc1nc2c(c(=O)[nH]1)CCCC2 |
| 0 | 7 | 0 | -1 | -5 | 3 | 2 | -14 | -10 | -0.2 | COc1ccc(CNS(=O)(=O)c2csc(C(N)=O)c2)cc1OC |
| -7 | 1 | 0 | 0 | -5 | 4 | 5 | -10 | 0 | -0.1 | Cc1c(C(=O)N2CCN(S(=O)(=O)c3ccccc3F)CC2)oc2c(Cl)cccc12 |
| 4 | 2 | 0 | -2 | -1 | -1 | -5 | 6 | -3 | -0.8 | Cn1nnnc1SCC(=O)NNC(=O)c1ccc(Cl)cc1 |
| -1 | 1 | -2 | -4 | 0 | -4 | -1 | 4 | 11 | 0.4 | Cc1csc(NC(=O)C2COc3ccccc3O2)n1 (configuration not stated) |
| -59 | -47 | -2 | -1 | 1 | -1 | -9 | 2 | 11 | -0.6 | O=C(O)c1ccccc1Nc1ccc([N+](=O)[O-])cc1 |
| -4 | 4 | 1 | 6 | -3 | 3 | -1 | 14 | -2 | 0.9 | Cc1cc(C(=O)COC(=O)c2ccccc2O)c(C)n1CC1CCCO1 (configuration not stated) |
| 1 | -1 | 4 | -12 | 5 | 0 | -3 | 5 | 2 | -1.1 | CCCCCNS(=O)(=O)c1cc(C)ccc1OC |
| 0 | -1 | -1 | 12 | 0 | -7 | 6 | -5 | -1 | 0.2 | O=C(CCC1CCCN(C(=O)C2=CCCC2)C1)N1CCN(c2ccccn2)CC1 (configuration not stated) |
| -3 | -1 | 3 | -1 | 3 | -2 | 3 | -2 | -9 | -0.2 | Oc1ccccc1CNn1cnnc1 |
| -1 | 2 | 14 | 0 | -2 | -4 | -2 | -6 | 10 | -0.5 | Cc1ccc(-c2nc3ccc(Cl)cn3c2CC(C)(C)C)cc1 |
| -1 | 0 | 0 | -2 | 0 | -1 | -3 | 7 | 5 | 0.1 | CC1Cc2ccccc2N1C(=O)CNc1cccc(S(=O)(=O)N2CCCC2)c1 (configuration not stated) |
| -14 | -6 | 3 | -7 | -5 | -6 | -1 | -7 | -5 | 0.6 | CC(C)OCc1c(C(=O)Nc2nccs2)oc2ccccc12 |
| -21 | -14 | -2 | -1 | -2 | -24 | 0 | 8 | -8 | 0.0 | Cc1ccc2[nH]c(-c3cccc(F)c3)cc(=O)c2c1 |
| 1 | 1 | -4 | 2 | -8 | -2 | 11 | -3 | -6 | -0.5 | O=C(c1ccc2c(c1)OCO2)C1CCCN(C(=O)NCc2ccccc2)C1 (configuration not stated) |
| 0 | -2 | -1 | 8 | -8 | 0 | 11 | 1 | 1 | 0.5 | CCOC(=O)c1ccc(NC(=O)CSc2nc(C)nc3c2c(=O)n(C)c(=O)n3C)cc1 |
| -57 | -67 | 6 | -10 | 8 | -12 | -3 | 1 | 11 | -11 | CC(=O)c1cccc(NC(=O)C(OC(=O)/C=C/c2ccc3c(c2)OCO3)c2ccccc2)c1 (configuration not stated) |
| -3 | 2 | 6 | 0 | 4 | 0 | 0 | -6 | -3 | 0.3 | C=CC(=O)NC1CC2CCC1(C)C2(C)C (configuration not stated) |
| 2 | 3 | 2 | 1 | 3 | -4 | 1 | -8 | 8 | -0.1 | O=C(NCc1cccnc1)C1c2ccccc2C(=O)N1C1CCCC1 (configuration not stated) |
| 3 | -1 | 3 | 0 | -3 | -1 | 2 | 11 | 10 | -0.4 | Cn1c(C(=O)NCCCN2CCN(c3cccc(Cl)c3)CC2)cc2c(=O)n(C)c3ccccc3c21 |
| 1 | 0 | 1 | 10 | -3 | 5 | -1 | -8 | 3 | -0.3 | COc1ccc(CCNC(=O)CSc2nnc(NC(C)=O)s2)cc1OC |
| -6 | -2 | -1 | -2 | 1 | 1 | -1 | 0 | 2 | 0.4 | CN1c2ccc(Cl)cc2C(=O)NC1c1ccc([N+](=O)[O-])s1 (configuration not stated) |
| -4 | 6 | -1 | 1 | -3 | -1 | -7 | -5 | 1 | -0.3 | CC1=C(C(=O)O)N2C(=O)C(NC(=O)c3ccc(F)cc3)C2SC1 (configuration not stated) |
